GALK inhibitor: qHTS Assay for Inhibitors of Human Galactokinase (GALK); Potency, µM (titrated, usually from 57.5 µM), for inactives: at the highest dose activity change, negative = inhibition, most hits filed as inhibitors; Purified GALK, Kinase-Glo residual ATP luminescence; 270,000 compounds, 0.007% hits; further: potency means the concentration at half of the fitted maximal effect; on the % scale 0 is the no-effect control and ±100 the full control effect
Target sequence (P51570 whole entry, looked up): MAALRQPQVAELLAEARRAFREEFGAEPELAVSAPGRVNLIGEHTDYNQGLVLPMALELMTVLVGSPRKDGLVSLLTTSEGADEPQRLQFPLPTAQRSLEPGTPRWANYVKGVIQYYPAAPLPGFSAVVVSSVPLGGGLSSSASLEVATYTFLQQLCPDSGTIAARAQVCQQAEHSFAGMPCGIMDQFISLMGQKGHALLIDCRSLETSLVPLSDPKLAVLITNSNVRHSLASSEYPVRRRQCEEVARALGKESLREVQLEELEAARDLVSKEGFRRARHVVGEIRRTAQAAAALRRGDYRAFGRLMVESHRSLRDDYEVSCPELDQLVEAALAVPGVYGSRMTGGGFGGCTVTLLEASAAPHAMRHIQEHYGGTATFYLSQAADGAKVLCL
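Luminescence from leftover ATP (Ultra-Glo luciferase/luciferin) served as read-out after a 1 h room-temperature reaction of 5 nM GALK with 35 uM ATP and 100 uM galactose.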
FBPA coupling cs: qHTS Assay for Inhibitors of Fructose-1,6-bisphosphate Aldolase from Giardia Lamblia: Coupling assay counterscreen. coupling enzyme system counterscreen, AmpLite Red fluorescence. AID 2472, 2010. 290,000 compounds, 0.67% hits. activity change, negative = inhibition, % at 58.2 µM, hits read low; in the data active means activity change below about -30%; further: on the % scale 0 is the no-effect control and ±100 the full control effect
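Final compound at 57.5 uM, incubated 10 min at RT with coupling enzyme reagent (glyceraldehyde-3-phosphate), then 20 min with substrate and AmpLite Red detection. Fluorescence read at 525/598 nm; tests interference with the coupling assay, not aldolase inhibition.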
Menin-MLL TR inh: qHTS Assay for Inhibitors Targeting the Menin-MLL Interaction in MLL Related Leukemias: Competition With Texas Red Labeled MLL-derived Mutant Peptide; AID 1768, 2009; 270,000 compounds, 0.23% hits; Potency, µM (doses to about 61.6 µM), for inactives: at the top dose FP activity change, negative = inhibition, actives largely listed as inhibitors; Menin + Texas Red MLL mutant peptide, fluorescence polarization; O00255; active means well fitted inhibition curve with a large enough effect in the polarisation, with a control signal flat, not every such curve was filed as active; inconclusive means small, poorly fitted or top-dose-only effect, or effect the other way, or a change in a side signal; inactive means no such curve, though single readings can be large or run the other way; the % refers to the polarisation; further: potency means the concentration at half of the fitted maximal effect; % of control where 0% means no effect; many of its hits are not listed in these tables
Target sequence (O00255 whole entry, looked up): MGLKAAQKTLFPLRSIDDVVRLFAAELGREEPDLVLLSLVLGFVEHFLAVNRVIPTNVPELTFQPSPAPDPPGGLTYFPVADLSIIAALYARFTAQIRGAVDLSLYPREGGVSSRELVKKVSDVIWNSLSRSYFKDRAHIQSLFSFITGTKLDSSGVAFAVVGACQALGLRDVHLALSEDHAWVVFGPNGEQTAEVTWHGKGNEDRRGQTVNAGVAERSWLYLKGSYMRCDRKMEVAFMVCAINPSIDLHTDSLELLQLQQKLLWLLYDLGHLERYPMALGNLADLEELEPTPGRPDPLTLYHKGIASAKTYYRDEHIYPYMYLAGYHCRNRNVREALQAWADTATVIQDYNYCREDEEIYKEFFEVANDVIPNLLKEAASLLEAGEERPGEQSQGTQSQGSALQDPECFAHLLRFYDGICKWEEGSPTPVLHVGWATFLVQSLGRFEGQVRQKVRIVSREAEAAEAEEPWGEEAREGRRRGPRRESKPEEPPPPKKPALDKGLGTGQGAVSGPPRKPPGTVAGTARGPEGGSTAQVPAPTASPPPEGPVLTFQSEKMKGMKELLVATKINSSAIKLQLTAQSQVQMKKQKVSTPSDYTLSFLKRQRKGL
Chronic BCR inh: qHTS Assay to Find Inhibitors of Chronic Active B-Cell Receptor Signaling. ABC-DLBCL IkBa-CBG/CBR reporter, luminescence ratio, 4 h. Potency, µM (top dose mostly 46.1 µM), without a hit: at the top dose ratio change, negative = lower green/red ratio, most hits filed as inhibitors. 340,000 compounds, 0.05% hits. AID 493014, 2011; active means well fitted inhibition curve with a large enough effect in the signal ratio, with a control signal flat, not every such curve was filed as active; inconclusive means small, poorly fitted or top-dose-only effect, or effect the other way, or a change in a side signal; the % refers to the signal ratio;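 further: potency means the concentration at half of the fitted maximal effect; plate controls were basal doxycycline-induced cells for no effect and cells given 10 µM MG132 for full effect; MG132 reads +100%, hits lower the ratio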
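Concentration-response series (up to 46 uM) were applied to TMD8 dual-reporter cells for 4 h at 37C with doxycycline. Green/red ratio, after filter-overlap correction, defined %Activity; red signal alone was normalised to basal cells and zero luminescence.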
B2AR arrestin: qHTS assay of beta-arrestin-biased ligands of beta2-adrenergic receptor. Beta-2 adrenergic receptor (Homo sapiens), P07550. beta-arrestin recruitment to beta2AR, cell-based reporter. Potency, µM (series often up to 46.1 µM), for inactives: at the highest dose activation, usual class: activators. 330,000 compounds, 0.02% hits. AID 492947, 2010;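 further: potency means the concentration at half of the fitted maximal effect; 0% = DMSO controls and full agonism = EC100 isoproterenol or metaproterenol; nearly all actives have a fitted effect of over 65% in size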
PKM2 act: qHTS Assay for Activators of Human Muscle isoform 2 Pyruvate Kinase | Pyruvate kinase PKM (Homo sapiens), P14618 | purified PKM2, Kinase-Glo ATP luminescence, activation; response scale: 0% is enzyme alone, no compound | Potency, µM (top dose mostly 57.5 µM), inactives show top-dose activation, most hits filed as activators | 260,000 compounds, 0.34% hits; further: potency means the concentration at half of the fitted maximal effect; on the % scale 0 is the no-effect control and ±100 the full control effect; nearly all actives have a fitted effect of over 55% in size
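Purified hPK-M2 (>95% pure) converted ADP (0.1 mM final) to ATP with 0.5 mM PEP in 50 mM imidazole pH7.2, KCl, MgCl2, Tween 20, BSA; 1 h at room temperature. ATP detected by Kinase-Glo luminescence.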
S-ASM inh: Inhibitors of Secretory Acid Sphingomyelinase (S-ASM): qHTS. Sphingomyelin phosphodiesterase (Homo sapiens), P17405. placental ASM, HMU-PC fluorogenic substrate, 60 min. Potency, µM (top dose mostly 57.5 µM), without a hit: at the top dose activity change, negative = inhibition, hits mostly inhibitors. 340,000 compounds, 0.006% hits; further: potency means the concentration at half of the fitted maximal effect
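Fluorescence read-out (Ex 386 nm, Em 447 nm) after stopping the reaction at pH 10. Enzyme: ASM from human placenta; substrate HMU-PC0, 9 uM final; 60 min, 37 °C. Compound preincubation 10 min, ambient temperature.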
a7 integrin act: qHTS for Activators of Integrin-Mediated Alleviation for Muscular Dystrophy. alpha7betagal myoblasts, beta-gal FDG fluorescence, 48 h. 350,000 compounds, 0.064% hits. AID 624291, 2012. Potency, µM (titrated, usually from 38.3 µM), inactives show at the highest dose activation, usual class: activators;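 further: potency means the concentration at half of the fitted maximal effect; 100% = response of the positive control SU9516; nearly all actives have a fitted effect of over 60% in size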
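alpha7betagal+/- myoblasts (passage 13, 250/well) treated 48 h at 37C with compounds at 1:260 dilution of DMSO stock. Lysed, then beta-galactosidase activity read as FDG fluorescence (ex 480/em 540) after 30 min, with pre-read for autofluorescence.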
Giardia killer: Small Molecules that selectively kill Giardia lamblia: qHTS; activity change, % at 7.66 µM, hits read low; AID 540267, 2011; Giardia lamblia trophozoite viability; 340,000 compounds, 0.15% hits; in the data active means activity change below about -80%; inconclusive means between about -30% and that limit;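 further: parasites exposed to compound for two days anaerobically before the ATP read; on the % scale 0 is the no-effect control and ±100 the full control effect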
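Giardia lamblia trophozoites (100 cells/well) were incubated with compounds for 48 h at 37 deg C under anaerobic conditions. Viability was read as ATP content by one-step luminescence after 15-30 min at room temperature.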
Tb PFK inh: qHTS Assay to Find Inhibitors of T. brucei phosphofructokinase; T. brucei PFK, ADP-Glo luminescence; Potency, µM (highest dose often 57.5 µM), for inactives: top-dose activity, negative = inhibition, most hits filed as inhibitors; 330,000 compounds, 0.17% hits;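 further: potency means the concentration at half of the fitted maximal effect; 0% = uninhibited 1x PFK enzyme wells and -100% = no-enzyme wells; nearly all actives have a fitted effect of over 60% in size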
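PFK 1.25 nM, F6P 0.5 mM, ATP 0.1 mM, 0.1 M TEA pH 8.0, 5 mM MgCl2, 0.01% Tween20, 0.1% BSA; 45 min RT. ADP-Glo readout. qHTS titration up to 57 uM; curves fitted, compounds curve-classed.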
TSG101-PTAP inh: qHTS Assay for Iinhibitors of HIV-1 Budding by Blocking the Interaction of PTAP/TSG101 | Tumor susceptibility gene 101 protein (Homo sapiens), Q99816 | Fluorescence polarization, FITC-PTAP peptide / Tsg101 binding | Potency, µM (highest dose often 115 µM), for inactives: at the highest dose activity change, negative = inhibition, hits mostly inhibitors | 340,000 tested, under 10 active; active means well fitted inhibition curve with a large enough effect in the main read-out, with a control signal flat, not every such curve was filed as active; inconclusive means small, poorly fitted or top-dose-only effect, or effect the other way, or a change in a side signal; inactive means no such curve, though single readings can be large or run the other way; further: potency means the concentration at half of the fitted maximal effect; % of control where 0% means no effect
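Compounds were pin-transferred onto Tsg101 binding domain (10 uM final) in HEPES pH 7.5 buffer, then FITC-PTAP peptide was added at 50 nM final. After 20 min at RT, polarization reported peptide displacement across a qHTS concentration series.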
* hit, by the source's call; ? = inconclusive; nt = not tested or not shown; [ ] = remark or other dose. Unless noted, the call rests on the fitted dose curve; in most records, active means well fitted curve in the direction sought with a large enough effect; inconclusive means small, poorly fitted or top-dose-only effect, or another doubt; inactive means no such curve, though single readings can be large; an effect the other way counts as inactive or inconclusive. Only part of the results is shown, so the mix of outcomes need not match the whole.

SMILES	GALK inhibitor	FBPA coupling cs	Menin-MLL TR inh	Chronic BCR inh	B2AR arrestin	PKM2 act	S-ASM inh	a7 integrin act	Giardia killer	Tb PFK inh	TSG101-PTAP inh
C=CCNc1nc2ccccc2nc1NS(=O)(=O)c1ccc(F)cc1	2%	-1	30%[activator]	11%	-0.4%	nt	11%	5%	5	1%	-5%
Cc1cc(C)cc(NC(=O)Cn2c(SCc3cc(C)ccc3C)nc3ccncc32)c1	nt	0	5%	-4%	-1.0%	-1%	nt	nt	nt	0%	nt
CCC(=O)Nc1cccc(NC(=O)c2ccccc2Br)c1	3%	-7	1%	-6%	-0.5%	5%	1%	-15%	16	-4%	1%
COc1cc(/C=N/NC(=O)c2c(-c3c(Cl)cccc3Cl)noc2C)ccc1OCC(N)=O	5%	-1	7%	-7%	-0.4%	3%	-2%	0%	-9	0%	-2%
Cc1ccn2c(C(=O)CSc3ccccc3)c(C)nc2c1	-1%	-1	-1%	0%	-0.1%	6%	-2%	-14%	7	2%	1%
CC(C)c1ccc(OCC(O)CN2CCCC2)cc1 (centres undefined)	-3%	4	3%	-3%	-1.1%	-5%	-1%	-25%	-3	-1%	-5%
CCc1nnc(NC(=O)C2CCCN(c3nc4ccccc4s3)C2)s1 (centres undefined)	6%	1	-9%	0%	-0.6%	-2%	-13%	-11%[7.66 µM]	0	2%	-8%
COc1ccc(-n2c(O)c(/C=N/NS(=O)(=O)c3ccc(C)cc3)c3ccccc3c2=O)cc1OC	1%	7	6%	4%	-0.7%	-2%	27%	-95%[inhibitor]	9	-2%	34%[activator]
CC(=O)Nc1ccc(NC(=O)CCN2C(=O)C3CC=CCC3C2=O)cc1 (centres undefined)	nt	nt	nt	-1%	-0.1%	nt	1%	-14%	13	20%	1%
O=C(NCc1ccncc1)C(F)(F)C(F)(F)C(=O)NCc1ccncc1	-3%	0	18%	?	0.0%	-3%	1%	19%	-18	-12%	-7%
O=C(Nc1ccc(Cl)cc1)c1ccc2snnc2c1	nt	-4	?	-1%	-0.4%	0%	0%	8%	-14	-1%	-6%
COCCSc1ccccc1C(=O)Nc1cccnc1	0%	0	4%	-6%	-0.1%	2%	-1%	-6%	-18	-2%	-4%
COc1ccccc1N1CCN(CCCNC(=O)Nc2ccccc2C)CC1	1%	-2	-2%	?	0.3%	-1%	1%	-23%	-9	0%	-9%
COC(=O)c1sc(N)c(C(=O)OC)c1Cn1ncc(Cl)c(Cl)c1=O	-1%	2	-24%	?	0.0%	nt	1%[11.5 µM]	-56%[inhibitor]	13	-1%	-9%
CCN(CC(=O)Nc1ccc(NC(C)=O)cc1)C(=O)c1cn(-c2ccccc2)nc1-c1cccs1	nt	nt	nt	10%	-0.3%	nt	5%	1%	12	0%	7%
Cc1ccc(C2=NS(=O)(=O)N(C)C(C(=O)Nc3ccc(F)cc3F)=C2)cc1	nt	0	5%	?	0.5%	6%	-8%	4%	5	-5%	-4%
COc1cccc(/C=N/NC(=S)Nc2cccnc2)c1	4%	1	5%	?	?	-2%	-2%	3%	-12	0%	-1%
COc1ccc(C(=O)Nn2c(SCC(=O)NCc3ccco3)nc3ccccc3c2=O)cc1	1%	9	2%	nt	-0.1%	-12%	-7%	21%	-16	-4%	-2%
COc1cc(/C=C2/C(=O)NN(c3ccc(Cl)c(Cl)c3)C2=O)cc([N+](=O)[O-])c1O	?	8	?	4%	1.0%	nt	-2%	5%	-1	?	-13%
O=C(CCS(=O)(=O)c1ccc(Cl)cc1)Nc1nc(-c2ccncc2)cs1	5%	0	7%	?	0.0%	nt	-3%	-13%	-12	0%	2%
Cc1cc(=O)[nH]c(SCC(=O)N2CC3(C)CC2CC(C)(C)C3)n1 (centres undefined)	nt	nt	nt	2%	-0.4%	nt	6%	14%	-5	0%	-16%
CCc1ccc(NC(=O)C(C)Sc2ccc(S(=O)(=O)N3CCN(C)CC3)cn2)cc1 (centres undefined)	nt	nt	nt	-6%	0.3%	nt	4%	17%	2	0%	-4%
O=C(CCCN1C(=O)/C(=C\c2cccs2)SC1=S)Nc1ccc(C(=O)O)cc1	-5%	1	?	?	0.2%	4%	-8%	27%	-11	4%	-11%
O=C(N/N=C\c1ccc([N+](=O)[O-])s1)c1cncc(Br)c1	2%	0	?	?	-1.2%	0%	-4%	-53%[inhibitor]	?	0%	-8%
CC(C)OCCCNC(=O)C1CCN(S(=O)(=O)c2ccc3nc4c(c(C(=O)O)c3c2)CCCCC4)CC1	2%	3	14%	1%	-0.4%	nt	0%	22%	-13	2%	-3%
Cc1cc(=O)[nH]c(SCC(=O)NCCC2=CCCCC2)n1	0%	6	-13%	-1%	-0.9%	-2%	0%	-12%	-1	0%	0%
O=C(c1cccc(F)c1)N1CCCC(C(=O)N2CCCC2)C1 (centres undefined)	-2%	2	1%	2%	-0.5%	-3%	3%	2%	-21	-1%	0%
CN1CCN(C(=S)c2ccc(Br)cc2)CC1	0%	5	-27%	17%	-0.9%	-2%	6%	-17%	1	?	-2%
Cc1ccc(NC(=O)CN(C)Cc2cc(=O)n3ccsc3n2)cc1	-1%	-2	nt	-4%	-0.1%	0%	2%	18%	6	2%	-6%
Cc1cc(F)ccc1NCC(=O)Nc1ccc(Br)cc1C	-1%	4	10%	-6%	-0.5%	0%	-10%	0%	-8	-2%	0%
COc1ccccc1N1CCN(C(=O)COc2ccc(S(=O)(=O)NC(C)C)cc2)CC1	1%	-2	-6%	-1%	-0.2%	?	1%	17%	-2	-12%	3%
Cc1c(NC(=O)c2cc(-c3ccc(Cl)c(Cl)c3)on2)c(=O)n(-c2ccccc2)n1C	3%	0	-4%	-2%	-0.1%	2%	9%	10%	?	0%	-1%
O=C(C1CCCO1)N1CCN(S(=O)(=O)c2cc(C(F)(F)F)ccc2Cl)CC1 (centres undefined)	nt	nt	nt	-4%	-1.8%	nt	6%	12%	11	0%	-4%
Cc1nn(CC(=O)NCc2ccccc2Cl)c(C)c1[N+](=O)[O-]	-1%	-1	7%	-4%	-0.8%	0%	-4%	17%	14	?	-2%
Cc1cccc(C(=O)Nc2scc(CC(C)C)c2C(=O)O)c1	0%	-16	?	?	-2.1%	2%	10%	-1%	-5	4%	-3%
C(=N\N(c1ccccc1)c1ccccc1)/c1ccc2c(c1)OCO2	-2%	0	nt	11%	-0.4%	1%	-1%	29%	-3	-2%	-1%
N#CCSc1nc(-c2ccccc2)cs1	-5%	0	15%	?	0.1%	1%	0%	9%	-13	-5%	-6%
Cc1ccc(C)c(NS(=O)(=O)c2ccc3oc(=O)ccc3c2)c1	-3%	0	20%	0%	-0.1%	11%[11.5 µM]	3%	12%	1	2%	-5%
Cc1ccc(N2C(=O)N(CC(=O)Nc3ccccc3C)C(=O)C2C)cc1 (centres undefined)	2%	nt	nt	?	-1.0%	nt	-3%	2%	12	-3%	-2%
O=S(=O)(NCCCCNS(=O)(=O)c1c(F)cccc1F)c1ccc2c(c1)OCCO2	nt	nt	nt	?	-0.1%	nt	4%	nt	20	11%	4%
COc1ccc(OC)c2sc(N3CCN(C(=O)c4ccc5ncsc5c4)CC3)nc12	nt	nt	nt	-2%	0.0%	nt	-2%	-28%	18	-1%	-4%
Cc1c(NC(=O)C(C)Oc2cccc(F)c2)c(=O)n(-c2ccccc2)n1C (centres undefined)	nt	nt	nt	3%	0.1%	nt	1%	11%	39[activator]	-14%	-7%
COC(=O)N1C(=O)[C@](CC(C)C)(c2ccccc2)N1C(=O)OC	nt	0	0%	?	-0.2%	2%	1%	12%	-5	-1%	0%
CC(=O)N1CCC(N(CCN2CCOCC2)C(=S)Nc2ccccc2C)CC1	3%	-1	7%	-2%	-0.7%	-1%	9%	-30%	14	0%	-4%

Screens from PubChem.
